APOBEC3G inh: blocks human APOBEC3G single-stranded DNA deamination; 0.28% of 330,000 active; Q9HC16; inhibition, % at 20 µM; recombinant A3G, ssDNA deamination FAM/TAMRA fluorescence; AID 493012;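 active = inhibition of at least 40% at 20 µM, with no more than 30% in the related APOBEC3A deaminase screen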;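 note: plate controls were DMSO wells with A3G for no effect and wells lacking A3G enzyme for full effect; some compounds called inactive have numbers as strong as hits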
Target sequence (Q9HC16 whole entry, looked up): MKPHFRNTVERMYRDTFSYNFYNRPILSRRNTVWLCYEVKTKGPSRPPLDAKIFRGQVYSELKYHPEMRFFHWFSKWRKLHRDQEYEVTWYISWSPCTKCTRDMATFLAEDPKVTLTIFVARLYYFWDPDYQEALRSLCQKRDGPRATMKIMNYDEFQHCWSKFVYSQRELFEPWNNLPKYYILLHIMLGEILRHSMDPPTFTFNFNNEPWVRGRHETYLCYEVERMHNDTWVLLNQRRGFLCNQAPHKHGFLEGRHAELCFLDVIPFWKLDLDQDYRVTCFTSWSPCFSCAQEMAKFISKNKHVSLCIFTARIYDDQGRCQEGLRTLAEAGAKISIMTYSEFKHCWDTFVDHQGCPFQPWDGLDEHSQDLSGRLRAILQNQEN
SENP1 FRET inh: SENP1 (human) catalytic domain inhibition; Q9P0U3; recombinant SENP1 catalytic domain, CyPet-SUMO1-YPet FRET cleavage; inhibition, % at 10 µM; 0.21% of 360,000 active; AID 624204;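 active = inhibition at least 30% at 10 µM, raw YFP signal under a set limit, fluorescence ratio 0.5 to 1.5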;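 note: 0% = enzyme with DMSO and 100% = no enzyme wells; some results filed as inactive read as strong as hits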
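Assay system: hSENP1 catalytic domain, recombinant. Amount: SENP1 enzyme, 20 pM final. Schedule: 50 min reaction, RT, dark. Technique: FRET, CFP and YFP emission. Control set: no-enzyme wells low, DMSO-plus-enzyme wells high control.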
APOBEC3A inh: inhibitors of human APOBEC3A DNA deaminase | P31941 | recombinant A3A, FAM/TAMRA ssDNA deamination fluorescence | inhibition, % at 20 µM | 0.41% of 330,000 active;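 active = at least 40% inhibition at 20 µM here, with at most 30% in a related deaminase screen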;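 note: plate controls were A3A with DMSO for no effect and wells lacking A3A enzyme for full effect; some results filed as inactive read as strong as hits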
hIAP activ: increases human intestinal alkaline phosphatase activity | P09923 | purified human IAP, CDP-Star luminescence, 30 min; stronger effect = higher value; 1 = vehicle-only enzyme, 0 = enzyme-free background | activation factor at 10 µM | 0.16% of 330,000 active | AID 2524;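 active = activation factor of the enzyme at least 2-fold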; note: the source names both 10 and 20 µM as test concentration; values of inactives mirror those of a sister screen read the other way
Target sequence (P09923 whole entry, looked up): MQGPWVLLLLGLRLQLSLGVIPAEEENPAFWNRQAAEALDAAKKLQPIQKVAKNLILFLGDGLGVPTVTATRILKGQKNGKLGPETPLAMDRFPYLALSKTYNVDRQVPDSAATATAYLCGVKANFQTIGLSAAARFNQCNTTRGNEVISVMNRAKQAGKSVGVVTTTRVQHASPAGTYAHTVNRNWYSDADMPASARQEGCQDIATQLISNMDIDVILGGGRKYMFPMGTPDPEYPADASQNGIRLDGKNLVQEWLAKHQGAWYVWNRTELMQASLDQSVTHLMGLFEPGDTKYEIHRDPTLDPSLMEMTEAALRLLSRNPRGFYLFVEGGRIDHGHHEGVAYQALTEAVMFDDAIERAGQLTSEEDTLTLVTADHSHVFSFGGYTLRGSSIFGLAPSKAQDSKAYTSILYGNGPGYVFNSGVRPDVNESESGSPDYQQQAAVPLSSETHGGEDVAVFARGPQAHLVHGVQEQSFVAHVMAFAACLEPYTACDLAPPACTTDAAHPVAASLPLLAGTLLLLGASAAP
hIAP block: human IAP inhibition; P09923; purified IAP, CDP-Star luminescence, 30 min; inhibition, % at 10 µM; 0.12% of 330,000 active;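 active = inhibition reaching a set limit with compound at 10 µM in the primary screen, cut at about 35% in these data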;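 note: plate controls were DMSO wells with enzyme for no effect and no-enzyme buffer wells for full effect; values of inactives mirror those of a sister screen read the other way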
NALP3 yeast inh: blocks the NALP3 inflammasome reconstituted in yeast; Yeast reconstituted NLRP3/ASC/caspase-1, beta-gal luminescence, 24 h; inhibition, % at 10 µM; AID 2825; 0.39% of 330,000 active;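 active = inhibition of 50% or more; inactive = inhibition below 50%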;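 note: plate controls were induced DMSO wells for no effect and uninduced yeast grown without galactose for full effect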
beta cell repl: inducers of beta-cell replication in MIN6 cells; MIN6 cells proliferation, ATPlite luminescence, 48 h; cells starved in 0.2% serum; 100% = growth in 10% serum; proliferation, % at 10 µM; 0.29% of 330,000 active; AID 2380;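 active = compounds whose signal lies at least 3.5 SD above the mean of all wells on their plate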;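 note: 0% = DMSO-treated cells in low-serum medium and 100% = 10% serum control; some compounds called inactive have numbers as strong as hits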
mIAP activ: increases mouse intestinal alkaline phosphatase activity. 0.24% of 330,000 active. muIAP, CDP-Star luminescence, 30 min; stronger effect = higher value; 1 = vehicle-only enzyme signal, 0 = enzyme-free wells. AID 2805. activation factor at 10 µM;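 active = activation factor of at least 2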; note: the source names both 10 and 20 µM as test concentration; values of inactives mirror those of a sister screen read the other way
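System: mouse IAP enzyme. Reagent: CDP-Star chemiluminescent phosphatase substrate. Benchmarks: DMSO wells, no-enzyme wells. Times: 30 min enzyme-substrate-compound incubation at room temperature. Detection: luminescence from enzymatic CDP-Star hydrolysis. Doses: test compounds delivered from DMSO solution.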
mIAP inh: blocks mouse intestinal alkaline phosphatase; AID 2806; inhibition, % at 10 µM; 0.2% of 330,000 active; purified mouse IAP, CDP-Star luminescence, 30 min;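 active = inhibition of at least 40% at 10 µM in the primary screen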;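 note: plate controls were DMSO with enzyme for no effect and no enzyme wells for full effect; values of inactives mirror those of a sister screen read the other way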
* hit, by the source's call.

compound	APOBEC3G inh	SENP1 FRET inh	APOBEC3A inh	hIAP activ	hIAP block	NALP3 yeast inh	beta cell repl	mIAP activ	mIAP inh
CCOC(=O)C1=C(N)c2ccccc2CC1C1CCCC1 (stereo not given)	-4.5	1.2	-6.0	0.848	15.2	11.1	-2.8	0.972	2.8
CCC1=NN2C(=N)/C(=C\c3ccc(SCc4ccco4)o3)C(=O)N=C2S1	76.9	-19.3	90.3	0.829	17.1	13.1	1.0	0.259	74.1*
O=C(CSc1nc(=O)n(CCCN2CCOCC2)c2c1CCC2)Nc1ccccc1F	-3.2	1.6	-2.7	1.18	-17.6	15.4	-2.6	0.954	4.6
Cc1c(N(C(=O)Nc2ccccc2)C2=NCC(C)S2)c(=O)n(-c2ccccc2)n1C (stereo not given)	-5.2	-1.6	-4.2	0.949	5.1	6.8	-2.8	1.01	-0.8
C#Cc1ccc([C@@H]2C=C(C(=O)O)O[C@H](OCCCCO)C2)cc1	-7.5	-0.3	-1.3	1.1	-10.1	4.3	-4.5	1.1	-10.3
COc1ccccc1NC(=O)CCN1C(=O)C2C3CCC(C3)C2C1=O (stereo not given)	-5.7	0.9	-5.1	0.989	1.1	10.8	1.5	1.02	-1.9
Cc1ccc(CNC(=O)c2ccccc2N)cc1	-7.5	2.2	-3.2	0.913	8.7	12.5	-1.3	1.02	-2.5
COc1ccc(S(=O)(=O)Nc2ccccc2C(=O)N2CCCC2)cc1C	-2.9	2.2	0.2	0.993	0.7	8.6	11.1	1.02	-1.6
CCCCN1CC(=O)N2[C@H]3c4cc(Cl)ccc4OC[C@@H]3[C@H](c3ccccc3)[C@]2(C)C1=O	-1.3	-1.6	-1.0	0.995	0.5	6.1	-6.8	0.842	15.8
CC(C)(C)C(=O)NCCc1nc2ccccc2n1CC(=O)c1ccccc1	-3.8	-0.6	-4.0	1	-0.4	13.2	3.5	0.951	4.9
CCN(Cc1nc(-c2cccc(C)c2)no1)C(=O)c1ccco1	-14.9	1.1	-2.9	0.875	12.5	22.4	1.3	0.962	3.8
Cc1cccc(C(=O)NCC(=O)OCC(=O)c2cc(C)n(CC3CCCO3)c2C)c1 (stereo not given)	-6.1	-2.0	-5.0	0.956	4.4	9.7	-2.7	0.933	6.7
CCOCCCn1c(SCC(=O)Nc2ccc3[nH]c(=O)[nH]c3c2)nc2ccccc2c1=O	-7.5	0.2	-2.2	1.08	-7.8	-3.7	-2.1	1.04	-4.5
COC(=O)c1ccc(C2CC(=O)Nc3cc(OC)c(OC)cc32)cc1 (stereo not given)	-4.8	2.0	1.4	0.916	8.4	13.9	3.4	0.956	4.4
O=C(COc1cc(F)ccc1[N+](=O)[O-])Nc1cccc(S(=O)(=O)NC2=NCCC2)c1	-5.5	0.6	3.6	1.08	-7.9	3.2	-4.0	1.04	-3.7
N/C(=N/O)c1ccccc1N1CCC(Cc2ccccc2)CC1	-2.4	-0.6	-2.6	0.976	2.4	9.6	-6.1	1	-0.2
COc1ccc2c(c1)C=C(CN1CCN(C(C)C)C(CCO)C1)CO2 (stereo not given)	-6.9	0.6	2.8	1.03	-3.2	-3.2	-2.5	1.04	-4.0
CC1CCCCC1NC(=O)COC(=O)C12CC3CC(CC(Cl)(C3)C1)C2 (stereo not given)	-6.5	3.5	0.4	1.14	-14.0	20.5	0.6	0.998	0.2
CCC(Sc1ncccc1C(=O)OC(C)C)C(=O)NCc1ccco1 (stereo not given)	-6.9	-1.2	-0.9	0.847	15.3	9.3	2.0	0.929	7.1
C#CCOCCOCCOCCNc1nc(N2CCN(C(=O)CCCCCCCCCCNC(=O)[C@H]([C@@H](C)CC)n3cc(CCCCCN)nn3)CC2)nc(N2CCN(C(=O)CCCCCCCCCCNC(=O)[C@H](CO)n3cc(CCCCCN)nn3)CC2)n1	20.4	-0.4	-0.6	0.967	3.3	25.9	-8.5	2.1*	-110.2
C=CCNC(=O)CC(=O)N/N=C/c1cccs1	0.8	0.7	8.2	1.02	-2.0	13.8	-0.7	0.975	2.5
CN(C)c1nc(N)ncc1-c1ccc(Oc2ccccc2)cc1	-8.7	1.8	-2.5	1.01	-0.9	34.2	7.9	1.04	-3.7
O=C(NC(=S)N1CCN(C/C=C/c2ccccc2)CC1)c1ccco1	-12.2	-6.7	-4.0	0.972	2.8	34.4	0.1	0.911	8.9
Cn1cnc(C(=O)N2CCN(c3ccccc3)CC2)c1C(=O)N1CCN(c2ccccc2)CC1	16.0	1.8	58.8*	0.924	7.6	5.9	-3.6	1.03	-2.8
C=CCN(CC(=O)NCc1ccc(F)cc1)C(=O)c1csnn1	0.1	2.5	4.1	1.04	-3.7	-3.4	-2.5	1.02	-2.2

Overlap with the part before: 2 entries, then new ones.
compound	APOBEC3G inh	SENP1 FRET inh	APOBEC3A inh	hIAP activ	hIAP block	NALP3 yeast inh	beta cell repl	mIAP activ	mIAP inh
Cn1cnc(C(=O)N2CCN(c3ccccc3)CC2)c1C(=O)N1CCN(c2ccccc2)CC1	16.0	1.8	58.8*	0.924	7.6	5.9	-3.6	1.03	-2.8
C=CCN(CC(=O)NCc1ccc(F)cc1)C(=O)c1csnn1	0.1	2.5	4.1	1.04	-3.7	-3.4	-2.5	1.02	-2.2
O=C(c1ccco1)N1CCN(C2CCCC2)CC1	-1.8	0.8	0.7	1.23	-22.7	26.4	-3.2	1	-0.5
O=C1CCC(=O)N1c1ccc(NCc2ccccc2Cl)c([N+](=O)[O-])c1	2.9	3.2	7.7	0.978	2.2	24.3	1.9	0.958	4.2
Cc1ccc(-c2nc(N)sc2CC(=O)OCC(=O)NC2CCCC(C)C2C)cc1 (stereo not given)	1.0	-5.6	-0.5	1.15	-15.3	15.8	-0.9	0.886	11.4
CC1CCCCN1C(=O)CSc1nnc(-c2ccc(Cl)s2)o1 (stereo not given)	-9.1	-0.5	-1.6	0.893	10.7	30.8	0.3	0.96	4.0
S=C(NCCSCc1ccc(Cl)c(Cl)c1)Nc1ccccc1	4.9	2.5	7.6	1.23	-23.4	61.5*	-3.8	1.7	-69.6
COc1ccccc1CN(Cc1cc2cc(C)ccc2[nH]c1=O)Cc1nnnn1Cc1ccco1	5.1	-27.2	7.2	1.01	-1.0	10.6	-3.5	0.93	7.0
CN(C)c1ccc(NC(=O)COC(=O)c2cc(=O)c3ccccc3o2)cc1	-6.1	1.8	-3.8	1.04	-4.3	20.0	-1.3	0.998	0.2
O=c1c(Cc2c(F)cccc2Cl)c(O)ccn1CC1CCCO1 (stereo not given)	0.1	0.0	-4.8	1.1	-9.8	-1.9	0.2	1.11	-11.2
CCOC(=O)c1cc(CN2CCOCC2)oc1-c1ccccc1	-7.1	-0.9	-2.2	1.25	-24.9	1.5	-1.6	1.14	-13.6
COc1ccc(NC(=O)CSc2nc3ccccc3nc2N2CCCC2)cc1Cl	-2.5	-46.2	-3.3	0.909	9.1	12.6	-3.8	0.892	10.8
Cn1c(=O)n(CC(=O)Nc2cccnc2)c2ccccc21	-2.0	-0.2	0.9	0.651	34.9	-1.7	-2.9	0.925	7.5
O=C(CCc1nc2ccccc2[nH]c1=O)N/N=C/c1ccccc1	-2.5	3.8	2.3	0.996	0.4	16.9	-2.2	1.01	-1.1
COCc1cc(=O)n2[nH]c(-c3cccs3)cc2n1	-12.6	1.9	-4.0	0.863	13.7	10.5	-2.0	0.989	1.1
O=C(O)c1ccc(N/N=C/C(Br)=C/c2ccccc2)cc1	-4.2	-33.4	0.9	0.987	1.3	3.4	-6.1	0.952	4.8
CC(=O)NC1(C(F)(F)F)NC(=O)N(C2CCCCC2)C1=O (stereo not given)	-8.2	-3.0	-1.9	1.32	-31.7	-7.2	-0.1	0.996	0.4
Cc1ccc(S(=O)(=O)N(C)C)cc1NC(=O)C(C)OC(=O)C1CCCCC1 (stereo not given)	15.0	1.4	3.4	0.935	6.5	23.3	-1.5	1.06	-5.8
CC(NC(=O)CN1C(=O)c2ccccc2C1=O)c1ccccc1 (stereo not given)	2.8	-0.4	-1.2	0.99	1.0	8.0	-1.9	1.08	-7.9
CC(=O)Nc1ccc(C(=O)CN2CCN(c3ccccc3)CC2)cc1	-6.7	-3.3	1.7	0.974	2.6	-2.1	-0.8	0.998	0.2
CCOC(=O)C1=C(COC(=O)c2cc(OC)c(OC)cc2[N+](=O)[O-])NC(=O)NC1C (stereo not given)	-8.4	-31.9	-3.5	0.936	6.4	22.7	0.1	1.08	-7.6
COc1cccc(CNC2CCCC2)c1	-4.7	0.3	-0.4	0.776	22.4	-6.2	-0.7	0.981	1.9
O=C(Cn1ccc([N+](=O)[O-])n1)N1CCCCC1	-7.3	3.1	-8.2	0.895	10.5	-12.6	-0.5	1.05	-4.9
O=C(COC(=O)/C=C/c1cccc(Cl)c1)Nc1cccc(S(=O)(=O)NC2=NCCC2)c1	-8.5	3.4	-2.6	0.794	20.6	9.9	7.7	0.943	5.7
Cc1cc2nc(CCN(C(=S)NCC(C)C)C3CCCC3)[nH]c2cc1C	-2.2	-0.2	-3.2	0.934	6.6	7.3	-3.8	2.13*	-113.0
CCCn1c(=S)[nH]c2cc(C(=O)N3CCN(C(=O)OCC)CC3)ccc2c1=O	3.0	1.0	-2.6	0.991	0.9	15.9	-2.4	0.934	6.6
CCC1CCCCN1C(=O)c1ccc(OC)c(OC2CCN(C(C)=O)CC2)c1 (stereo not given)	4.7	2.0	-0.3	1.05	-5.3	8.0	1.0	1.06	-5.6
O=c1c(Cl)c(NCc2ccco2)cnn1C12CC3CC(CC(C3)C1)C2	-1.5	-0.1	-1.3	1.01	-0.9	18.3	-1.5	1.12	-12.1
CCn1cc(C(=O)O)c(=O)c2cc(F)c(N3CCN(S(=O)(=O)c4ccc(NC(=O)OC)cc4)CC3)cc21	-4.5	-2.1	0.1	1.14	-14.3	8.3	-1.1	1.03	-3.1
O=C(COc1ccc(Cl)cc1)Nc1ccc2c(c1)CCC2	-3.8	-1.6	0.1	0.932	6.8	47.8	0.0	1.32	-32.0
O=C(CN1C(=O)c2ccc([N+](=O)[O-])cc2C1=O)NC1CCCCCC1	-9.5	2.2	-2.6	1.03	-2.7	16.9	-1.0	0.88	12.0
CCc1cc2c(cc3c(=O)n(CC(=O)N4CCN(C)CC4)ncn32)s1	-6.3	-0.3	1.9	1.16	-15.7	9.7	-3.0	1.07	-6.7
Cc1ccc(NC(=O)CSCC(N)=O)cc1C	-0.2	0.9	-1.2	1.07	-6.9	10.6	2.4	1.01	-1.3
Cc1ccc(NC(=S)NC(=O)C2CC2)c(C)c1	-5.6	1.8	-7.3	1.1	-10.0	28.2	2.2	0.947	5.3

Compound activity: PubChem, Sanford-Burnham Center for Chemical Genomics

This is a subset. The share of hits here may be higher or lower than overall.
